Screening data: PubChem BioAssay, National Center for Advancing Translational Sciences (NCATS)
SW480 rereplic: DNA re-replication induction in SW480 cells | SW480 DNA re-replication, Hoechst DNA content imaging, 48 h | actives 1.8% (n = 340,000) | Potency, µM (doses to about 46.1 µM), inactives show at the highest dose re-replication activation, actives largely listed as activators; note: potency is the fitted concentration of half-maximal effect; % of control where 0% means no effect; nearly all actives have a fitted effect of over 55% in size
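Hoechst fluorescence of nuclei (405 nm excitation, 500-530 nm emission) measured by plate-scanning imager after 48 hr compound exposure at 37 C; re-replication scored as increased number of nuclei with elevated intensity.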
GLP-1R agonist: GLP-1 receptor (human) agonism. actives 0.007% (n = 380,000). Potency, µM (top dose mostly 45.6 µM), inactives show at the highest dose activation, actives largely listed as activators. HEK293 GLP-1R CRE-luciferase, luminescence, 4-6 h; cells express a hypersensitive GLP-1R form; note: potency is the fitted concentration of half-maximal effect; % of control where 0% means no effect
Target sequence (P43220 whole entry, looked up): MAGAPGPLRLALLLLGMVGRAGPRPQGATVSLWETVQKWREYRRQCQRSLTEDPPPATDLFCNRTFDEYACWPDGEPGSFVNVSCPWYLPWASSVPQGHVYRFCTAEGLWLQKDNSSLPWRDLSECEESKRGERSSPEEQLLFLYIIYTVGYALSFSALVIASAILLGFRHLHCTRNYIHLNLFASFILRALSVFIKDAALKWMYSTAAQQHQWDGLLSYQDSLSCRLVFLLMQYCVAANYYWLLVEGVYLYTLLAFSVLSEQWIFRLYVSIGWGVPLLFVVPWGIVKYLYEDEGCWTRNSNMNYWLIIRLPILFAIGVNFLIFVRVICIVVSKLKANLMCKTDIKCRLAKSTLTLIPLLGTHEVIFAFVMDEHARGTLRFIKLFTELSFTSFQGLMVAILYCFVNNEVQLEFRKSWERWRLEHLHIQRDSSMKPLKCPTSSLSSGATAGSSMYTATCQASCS
KB-V1 MDR tox: kills drug-selected multidrug resistant KB-V1 cells; actives 3.4% (n = 400,000); Potency, µM (titrated, usually from 46.1 µM), for inactives: at the highest dose activity change, negative = cytotoxicity, usual class: cytotoxic; KB-V1 MDR cells viability, CellTiter-Glo, 72 h; note: potency is the fitted concentration of half-maximal effect; % is set by controls: 0 for no effect and ±100 for the full control effect; nearly all actives have a fitted effect of over 60% in size
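Drug-selected KB-V1 cells, grown in DMEM lacking phenol red with 10% FBS, receive compound titrations; after three days at 37 degrees C, surviving cell ATP is quantified by CellTiter-Glo luminescence and responses normalized and curve-fitted.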
HT1080-NT tox: kills 2HG-producing HT-1080-NT fibrosarcoma cells. HT-1080-NT fibrosarcoma viability, CellTiter-Glo ATP luminescence, 48 h. actives 1.6% (n = 360,000). Potency, µM (top dose mostly 46.1 µM), for the others: at the highest dose activity, negative = less viability, most hits filed as cytotoxic;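 note: NT is the 2HG producing partner of a matched IDH1 knockdown line; potency is the fitted concentration of half-maximal effect; 0% = DMSO-treated cells and -100% = media-only wells without cells; nearly all actives have a fitted effect of over 55% in size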
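Compounds were tested in concentration-response format on HT-1080-NT cells for 48 hours at 37 degrees C. Cell viability came from CellTiter-Glo luminescence; curves were classified by r2, response magnitude and activity.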
HT1080 IDH1KD tx: toxicity to HT-1080 IDH1 knockdown cells (counter line); HT-1080 IDH1 knockdown viability, ATP luminescence, 48 h; Potency, µM (highest dose often 46.1 µM), for the others: at the highest dose activity, negative = toxicity, usual class: cytotoxic; actives 2% (n = 360,000);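 note: potency is the fitted concentration of half-maximal effect; 0% = DMSO wells and -100% = cell-free medium wells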
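Using the IDH1-knockdown HT-1080 line run in the same batch and compound series as the NT line, viability after 48 h at 37 °C was determined by CellTiter-Glo luminescence and expressed as % activity.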
D3 antag: antagonists of human D3 dopamine receptor; P35462; D3R cells, DiscoveRx beta-arrestin luminescence, antagonist mode; active compounds read low; max response, negative = inhibition, %; actives 2.5% (n = 360,000); in the data active = max response below about -50%; inconclusive = no clear call, values can overlap the other calls; note: % is set by controls: 0 for no effect and ±100 for the full control effect; mostly tested at two doses, the higher about 12 µM
Target sequence (P35462 whole entry, looked up): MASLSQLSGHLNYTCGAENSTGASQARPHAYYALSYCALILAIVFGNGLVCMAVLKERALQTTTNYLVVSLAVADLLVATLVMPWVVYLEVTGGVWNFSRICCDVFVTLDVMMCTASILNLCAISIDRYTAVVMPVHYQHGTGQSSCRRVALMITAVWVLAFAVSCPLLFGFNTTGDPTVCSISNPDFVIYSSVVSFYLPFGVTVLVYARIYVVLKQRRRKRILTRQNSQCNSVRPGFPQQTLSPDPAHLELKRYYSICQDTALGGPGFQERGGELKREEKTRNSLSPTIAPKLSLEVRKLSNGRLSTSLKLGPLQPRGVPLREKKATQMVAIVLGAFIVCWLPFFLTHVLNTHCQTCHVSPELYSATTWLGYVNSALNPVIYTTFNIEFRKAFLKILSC
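Cells expressing the human receptor were seeded at 1500 cells/well, incubated overnight at 37 degrees C in 5% CO2, then exposed to library compounds with dopamine controls for 90 minutes at 37 degrees C before luminescent detection.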
D3 ag: agonists of human D3 dopamine receptor; P35462; D3R DiscoveRx beta-arrestin cells, luminescence, 90 min; max activation, %; actives 0.58% (n = 410,000); in the data active = max activation above about 30%; note: 0% is about no effect; mostly tested at two doses, the higher about 12 µM
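Agonist mode: compounds and dopamine controls were applied to plated cells for 90 min at 37 degrees C after an overnight attachment at 1500 cells/well. Luminescent read-out followed 30 - 60 minutes at room temperature with DiscoveRx detection reagent.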
KB-3-1 cytotox: KB-3-1 parental cell cytotoxicity; Potency, µM (titrated, usually from 46.1 µM), inactives show at the top dose activity change, negative = cytotoxic, hits mostly cytotoxic; KB-3-1 viability, CellTiter-Glo ATP luminescence, 72 h; actives 1.4% (n = 400,000); note: potency is the fitted concentration of half-maximal effect; % is set by controls: 0 for no effect and ±100 for the full control effect; nearly all actives have a fitted effect of over 60% in size
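Here the drug-naive KB-3-1 line serves as comparator for MDR sub-line selectivity; cells received compound titrations, 72 h at 37 °C, then CellTiter-Glo readout.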
IL-1B inflam inh: blocks inflammasome-driven IL-1 beta release; THP-1 LPS/ATP IL-1B secretion, AlphaLISA, 16 h; active compounds read low; activity change, % at 57.5 µM; actives 4.7% (n = 360,000); AID 743279; in the data active = activity change below about -50%; inconclusive = mostly about -30% to -49%; note: % is set by controls: 0 for no effect and ±100 for the full control effect
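Secreted IL-1B measured by AlphaLISA bead assay after 16 h compound exposure of THP-1 cells; compounds (final up to 57.5 uM) added 1 h before LPS (250 ng/mL) and ATP (1.25 mM) stimulation; lower signal means less secretion.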
* = called active by the depositor; i = inactive; ? = inconclusive; / = not tested or not shown; & = joins results of further samples; [ ] = another dose, or the depositor's remark. Unless noted, calls come from the whole dose curve; as a rule, active = well fitted curve in the direction sought with a large enough effect; inconclusive = small, poorly fitted or top-dose-only effect, or another doubt; inactive = no such curve, though single readings can be large; an effect the other way counts as inactive or inconclusive.

The opening two records as a preview:
Molecule	D3 antag	IL-1B inflam inh	HT1080-NT tox	KB-3-1 cytotox	D3 ag	HT1080 IDH1KD tx	SW480 rereplic	KB-V1 MDR tox	GLP-1R agonist
O=C(C1CCCO1)N1CCN(S(=O)(=O)c2ccc(Cl)cc2)CC1 (stereo not drawn)	4	2	5%	1%	3	-8%	1%	-8%	-5%
Cc1ccc(CNC(=O)c2cc(S(=O)(=O)N3CCCCCC3)cn2C)cc1	/	/	/	7%	2	/	/	-18%	0%

This part in full, from the start:
Molecule	D3 antag	IL-1B inflam inh	HT1080-NT tox	KB-3-1 cytotox	D3 ag	HT1080 IDH1KD tx	SW480 rereplic	KB-V1 MDR tox	GLP-1R agonist
O=C(C1CCCO1)N1CCN(S(=O)(=O)c2ccc(Cl)cc2)CC1 (stereo not drawn)	4	2	5%	1%	3	-8%	1%	-8%	-5%
Cc1ccc(CNC(=O)c2cc(S(=O)(=O)N3CCCCCC3)cn2C)cc1	/	/	/	7%	2	/	/	-18%	0%
CC(=O)Nc1cccc(C(=O)OCC(=O)NCc2ccc(F)cc2)c1	-1	15	17%	4%	-7	10%	2%	0%	2%
CC1(Cc2cccc(C(F)(F)F)c2)C(=O)Nc2c(Cl)cccc21 (stereo not drawn)	-15	10	-7%	0%	0	-3%	/	0%	11%
COc1ccc(/C=N/NC(=S)NC2CCS(=O)(=O)C2)cc1OC (stereo not drawn)	8	-11	8%	4%	0	12%	-6%	6%	18%
NC(=O)c1ccsc1NC(=O)c1coc2ccccc2c1=O	0	-3	-2%	-2%	-2	-15%	0%	-8%	6%
CCN1CCC(O)(C(C(=O)OC)c2ccccc2)CC1 (stereo not drawn)	1	-5	0%	6%	6	7%	-2%	24%	6%
CCc1ccc(C(=O)c2cn(CC(=O)Nc3cc(OC)ccc3OC)c3ccc(C)cc3c2=O)cc1	/	/	/	?	-23	/	/	1%	0%
Cc1ccc(S(=O)(=O)N2CCC(C(=O)N3CC(C)OC(C)C3)CC2)cc1 (stereo not drawn)	-8	i	10%	14%	1	14%	-24%	-23%	1%
CN1CCC(N(C)C(=O)c2cc(S(=O)(=O)N(C)c3ccccc3)ccc2Cl)CC1	10	0	4%	-12%	-25	-4%	-11%	-2%	-5%
CCCN1C(=O)/C(=C2/C=Cc3ccccc3N2CC)SC1=S	-26	-12	1%	-24%	-9	13%	-7%	-12%	-5%
Cc1cc(C)cc(N(CC(=O)NC2CCCCCC2)S(=O)(=O)c2c(C)[nH]c(=O)[nH]c2=O)c1	-16	-1	-2%	-13%	-7	6%	14%	-14%	7%
COc1ccc(CCNC(=O)c2n[nH]c(=O)c3ccccc23)cc1	0	12	-26%	1%	2	?	-6%	-3%	1%
Cc1oc(-c2ccccc2F)nc1CN1CCC(C(=O)NCCC2=CCCCC2)CC1	-57*	-13	-23%	?	-2	-2%	7%	8.2µM*	7%
Cc1cccc(NC(=O)c2ccccc2C(=O)Nc2cccc(C)c2)c1	?	15	5%	1%	-28	17%	-6%	-2%	-1%
COCCNCC#CCOc1ccc(OC)cc1	-6	-11	-19%	0%	-11	11%[9.24 µM]	?	7%	-2%
O=C(CN1C(=O)C2(SCC(=O)N2c2ccc(F)cc2)c2ccccc21)NC1CCCCC1 (stereo not drawn)	/	/	/	-5%	-3	/	/	?	-2%
CC(=O)Nc1nc2ccc(S(=O)(=O)N3CCCC3)cc2s1	-8	70	5%	1%	-4	9%	15%	6%	9%
O=C(CN1C(=O)CCC1=O)Nc1ccc(Br)cc1	-9	-15	0%	-13%	2	3%	-5%	6%	-10%
CC(=O)c1c(C)[nH]c(C(=O)OCc2cccc(Cl)c2)c1C	-2	21	-20%	?	-5	-27%	-3%	?	25%
COc1ccc(C(=O)ON=C2CCN(c3ccc([N+](=O)[O-])cc3)CC2)cc1	10	5	5%	-7%	10	1%	0%	-28%	0%
CCOc1ccccc1NS(=O)(=O)c1cccs1	-17	1	-1%	7%	-2	7%	-6%	5%	-4%
Cc1cc(C)c(C(=O)N2CCCC(N3CCN(c4cccc(C(F)(F)F)c4)CC3)C2)o1 (stereo not drawn)	-54*	-6	-18%	?	-5	?	23%	6%	5%
CCN(CC)CC(=O)Nc1sc(C)cc1C(=O)c1ccccc1	11	-23	-9%	10%	0	-17%	9%	15%	30%
CCOc1cccc(C(=O)Nc2ccc(NC(=O)c3cc4ccccc4o3)c(OC)c2)c1	13	-1	?	-6%	10	-12%	-1%	?	-10%
CCOC(=O)C1(CCCc2ccccc2)CCN(C(=O)CCC2=NNC(=O)CC2)CC1	12	3	5%	30%	2	1%	-6%	2%	12%
Cc1cnc(NC(=O)CSc2nnc(-c3ccccc3)n2Cc2ccccc2)s1	-14	2	-3%	1%	-1	-2%	-2%	-20%	1%
Cc1c(NC(=S)NC(=O)C(C)(C)C)c(=O)n(-c2ccccc2)n1C	41	0	-5%	13%	-2	-5%	?	-16%	-4%
O=C(CNS(=O)(=O)c1ccccc1)NCc1ccccn1	-51*	-13	-14%	4%	2	12%	0%	7%	-1%
Cc1sc2ncn(CC(=O)N3CCC(C(N)=O)CC3)c(=O)c2c1S(=O)(=O)N1CCOCC1	26	1	6%	?	5	10%	-2%	?	8%
CCOc1ccc(-c2nnc(SCC(=O)NC3CC3)o2)cc1	17	-8	6%	5%	-7	-2%	-3%	12%	1%
CCNC(=S)N/N=C(\C)c1cccc(OC)c1	-4	5	-1%	-5%	-7	0%	-39%[inhibitor]	3%	0%
Cc1nnc(NC(=O)Cn2nc(C)c3ccccc3c2=O)s1	2	2	7%	17%	5	1%	-14%	23%	5%
CCCc1ccc(-c2cc(NC(=O)CSc3nnc(N)s3)n(-c3ccccc3)n2)cc1	1	?	16µM*	-20%	7	?	7%	-2%	23%
Cc1cnc(C(=O)Nc2ccccc2-n2cccc2)cn1	16	3	8%	-6%	0	1%	-2%	-15%	2%
O=C(NCCO)/C(=C\c1cccc([N+](=O)[O-])c1)NC(=O)c1cccs1	21	0	5%	6%	0	11%	/	34%	0%

6 compounds from above, sorted by molar mass, ascending:
Molecule	D3 antag	IL-1B inflam inh	HT1080-NT tox	KB-3-1 cytotox	D3 ag	HT1080 IDH1KD tx	SW480 rereplic	KB-V1 MDR tox	GLP-1R agonist
CCNC(=S)N/N=C(\C)c1cccc(OC)c1	-4	5	-1%	-5%	-7	0%	-39%[inhibitor]	3%	0%
O=C(CNS(=O)(=O)c1ccccc1)NCc1ccccn1	-51*	-13	-14%	4%	2	12%	0%	7%	-1%
Cc1nnc(NC(=O)Cn2nc(C)c3ccccc3c2=O)s1	2	2	7%	17%	5	1%	-14%	23%	5%
Cc1c(NC(=S)NC(=O)C(C)(C)C)c(=O)n(-c2ccccc2)n1C	41	0	-5%	13%	-2	-5%	?	-16%	-4%
Cc1cnc(NC(=O)CSc2nnc(-c3ccccc3)n2Cc2ccccc2)s1	-14	2	-3%	1%	-1	-2%	-2%	-20%	1%
CCOC(=O)C1(CCCc2ccccc2)CCN(C(=O)CCC2=NNC(=O)CC2)CC1	12	3	5%	30%	2	1%	-6%	2%	12%

The results go on.
Molecule	D3 antag	IL-1B inflam inh	HT1080-NT tox	KB-3-1 cytotox	D3 ag	HT1080 IDH1KD tx	SW480 rereplic	KB-V1 MDR tox	GLP-1R agonist
Cn1ncc(Cl)c1C(=O)N1CCN(c2ncccn2)CC1	12	24	10%	-4%	-2	-2%	-1%	0%	7%
CCN(CC)C1CCCCC1NS(=O)(=O)c1ccc(Cl)cc1 (stereo not drawn)	-13	-8	11%	13%	-6	1%	-15%	31%	4%
O=Cc1c(-c2ccc(F)cc2)nc2ccccn12	-8	22	-2%	1%	0	5%	-1%	-11%	15%
O=C(CCSc1nnc(-c2ccncc2)o1)Nc1ccc(Cl)cc1	23	23	-15%	4%	-5	-22%	-6%	-2%	3%
O=C(CCC(=O)c1ccc(F)cc1)OC1CCOC1=O (stereo not drawn)	29	4	18%	12%	2	15%	-3%	-4%	-7%
Cc1cccc(C)c1NC(=O)NC1(C(=O)N2CCCCC2)CCCCC1	3	20	5%	0%	3	13%	-3%	-2%	-1%
O=C(NCc1ccccn1)Nc1ccc(Cl)c(Cl)c1	-15	-19	-3%	19%	-1	-14%	-1%	10%	-5%
CCN(CC)S(=O)(=O)c1cccc(NC(=O)COC(=O)c2ccc(Br)o2)c1	7	7	0%	2%	2	8%	-5%	23%	2%
COc1ccccc1Cc1c(-c2ccco2)nc2ccc(Cl)cn12	-30	0	?	-6%	-13	?	/	-24%	1%
COc1ccc(NC(=O)c2ccc(COc3ccccc3OC)o2)cc1OC	27	-2	-1%	0%&-7%	0&-8	-8%	-3%[9.22 µM]	-2%&-11%	3%
CCCCn1c(SCC(=O)Nc2nnc(C)s2)nc2c1c(=O)n(C)c(=O)n2C	-3	11	4%	-3%	9	-7%	-3%	1%	-3%
NC(=O)CSc1ccc(S(=O)(=O)N2CCCCC2)cn1	-20	-8	-9%[9.24 µM]	-12%	-1	-2%	-2%	-4%	-4%
